# High-throughput results: PubChem, several laboratories
# FAK inh = FAK kinase inhibitors, primary screen, biochemical | biochemical FAK kinase activity assay | 0.84% of 97,000 active | AID 727, 2007 | Focal adhesion kinase 1 (Homo sapiens), Q05397 | inhibition, %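 (tested at 7 µM)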; in the data active = inhibition above about 19%;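 note: 0% = DMSO and 100% = reference compound high control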
# Target sequence (Q05397 whole entry, looked up): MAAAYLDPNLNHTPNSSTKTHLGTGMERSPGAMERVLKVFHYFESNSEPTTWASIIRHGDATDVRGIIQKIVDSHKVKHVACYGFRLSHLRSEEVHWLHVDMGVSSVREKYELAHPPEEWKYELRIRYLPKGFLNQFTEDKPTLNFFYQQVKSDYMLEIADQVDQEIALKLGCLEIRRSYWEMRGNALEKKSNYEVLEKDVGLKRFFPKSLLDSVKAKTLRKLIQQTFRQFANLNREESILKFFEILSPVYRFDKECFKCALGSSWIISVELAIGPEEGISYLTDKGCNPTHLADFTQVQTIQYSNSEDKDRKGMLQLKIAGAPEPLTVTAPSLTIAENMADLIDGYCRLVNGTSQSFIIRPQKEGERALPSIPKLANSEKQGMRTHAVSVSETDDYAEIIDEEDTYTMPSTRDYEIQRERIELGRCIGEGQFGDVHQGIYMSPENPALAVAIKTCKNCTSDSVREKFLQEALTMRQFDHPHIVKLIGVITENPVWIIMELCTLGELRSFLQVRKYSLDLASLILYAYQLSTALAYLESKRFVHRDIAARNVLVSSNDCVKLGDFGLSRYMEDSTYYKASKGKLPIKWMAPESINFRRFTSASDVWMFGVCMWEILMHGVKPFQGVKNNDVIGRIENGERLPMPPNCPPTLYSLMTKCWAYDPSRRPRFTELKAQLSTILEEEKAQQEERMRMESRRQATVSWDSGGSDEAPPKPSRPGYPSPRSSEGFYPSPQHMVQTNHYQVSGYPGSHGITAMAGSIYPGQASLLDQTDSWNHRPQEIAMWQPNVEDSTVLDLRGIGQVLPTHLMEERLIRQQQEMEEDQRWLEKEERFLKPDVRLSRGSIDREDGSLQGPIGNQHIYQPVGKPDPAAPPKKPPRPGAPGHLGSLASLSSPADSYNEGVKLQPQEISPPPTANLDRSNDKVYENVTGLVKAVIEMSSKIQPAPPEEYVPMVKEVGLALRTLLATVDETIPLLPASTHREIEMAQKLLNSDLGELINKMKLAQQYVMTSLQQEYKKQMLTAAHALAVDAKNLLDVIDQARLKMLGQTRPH
# PLK1 inh = human PLK1 kinase inhibitors, primary screen, biochemical, TR-FRET. 0.53% of 97,000 active. AID 619, 2007. inhibition, % at 10 µM. Serine/threonine-protein kinase PLK1 (Homo sapiens), P53350. recombinant PLK1 kinase, TR-FRET peptide phosphorylation;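 active = inhibition of 50% or more in the single-concentration screen; inactive = inhibition below 50%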;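 note: 0% = DMSO max control and 100% = H-89 dihydrochloride min control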
# EphB4 antag = EphB4-ephrin-B2 interaction antagonists, primary screen, biochemical, TNYL-RAW peptide probe, fluorescence polarization; inhibition, % at 7 µM; 0.15% of 97,000 active; Ephrin type-B receptor 4 (Homo sapiens), P54760; EphB4 LBD / TNYL-RAW-Alexa532 peptide;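 active = inhibition above the screen-wide mean inhibition plus 3 SD, cut at about 15% in these data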;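 note: 0% = DMSO wells and 100% = excess unlabeled TNYL-RAW peptide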
# MT1-MMP txn act = MT1-MMP promoter reporter activation – cell-based, luciferase luminescence, primary screen; 0.16% of 86,000 active; HT1080 MT1-MMP promoter luciferase reporter, overnight; active compounds read high; activation factor at 10 µM; AID 750, 2007;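 active = activation factor of at least 2 for MT1-MMP transcription at 10 µM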
# PLAP activator = PLAP enzyme activators, biochemical, luminescence, HTS; purified PLAP enzyme, luminescent substrate read-out; active compounds read high; activation fold at 20 µM; 1.2% of 96,000 active; Alkaline phosphatase, placental type (Homo sapiens), P05187; in the data active = activation fold above about 2
# Rev-RRE block = HIV-1 Rev-RRE binding inhibitors, primary screen, biochemical, FRET, protein-RNA interaction; 0.79% of 97,000 active; Rev peptide-RRE RNA binding; inhibition, % at 8 µM; P05866;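 active = inhibition above the screen-wide mean plus 3 SD, cut at about 35% in these data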;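 note: 0% = median DMSO wells and 100% = median Neomycin B control wells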
#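 Test system – labelled RRE RNA duplex and labelled Rev peptide · Signal – fluorescein-to-Cy5 FRET, 480 nm excitation · Evaluation – % inhibition of FRET ratio versus controls · Benchmarks – DMSO low control, neomycin B high control · Incubation – 5 min RNA-compound premix plus 15 min binding step, 25 °C · Medium – HEPES pH 7.5 salt buffer with EDTA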
# PLK1 PBD inh = Plk1 polo box domain binding inhibitors, primary screen, biochemical, fluorescence polarization. Plk1 PBD phosphopeptide binding. inhibition, %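 (tested at about 20 µM)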. 0.13% of 97,000 active; in the data active = inhibition above about 34%, passing the limit was not always enough
# S1P2 agonist = S1P2 receptor agonists, primary screen, cell-based; S1P2-expressing cell line, agonist reporter read-out; Sphingosine 1-phosphate receptor 2 (Homo sapiens), O95136; activation, % at 4.5 µM; 0.46% of 97,000 active; in the data active = activation above about 16%;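 note: 0% = vehicle low control and 100% = maximal reference agonist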
# S1P2 blocker = human S1P2 receptor antagonists, primary screen, cell-based | Sphingosine 1-phosphate receptor 2 (Homo sapiens), O95136 | cell-based S1P2 antagonist assay, inhibition at 5 uM | inhibition, % at 5 µM | 0.21% of 97,000 active | AID 736, 2007; in the data active = inhibition above about 45%;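 note: CRE beta-lactamase reporter cells expressing human S1P2 stimulated with S1P; 0% = agonist at EC80 alone and 100% = agonist plus reference antagonist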
# An asterisk follows results filed as active; / = no result given; [ ] = another dose, or the depositor's remark.
# Start of the data: the first 3 compounds (preview)
SMILES,FAK inh,PLK1 inh,EphB4 antag,MT1-MMP txn act,PLAP activator,Rev-RRE block,PLK1 PBD inh,S1P2 agonist,S1P2 blocker
O=C(CCC1COc2ccccc2O1)Nc1ncccc1O (stereo unspecified),-1,-10,8,1.4,1,2,7,1,-10
Cc1cc(C(F)F)nn1CC(=O)N1CCSCC1,3,-6,2,1.2,/,3,12,-2,8
CCCCSc1nnc(-c2ccc(NC(=O)CC)cc2)n1C,0,-6,6,/,0.8,0,-9,-2,-6

# All compounds of this part, previewed entries included:
SMILES,FAK inh,PLK1 inh,EphB4 antag,MT1-MMP txn act,PLAP activator,Rev-RRE block,PLK1 PBD inh,S1P2 agonist,S1P2 blocker
O=C(CCC1COc2ccccc2O1)Nc1ncccc1O (stereo unspecified),-1,-10,8,1.4,1,2,7,1,-10
Cc1cc(C(F)F)nn1CC(=O)N1CCSCC1,3,-6,2,1.2,/,3,12,-2,8
CCCCSc1nnc(-c2ccc(NC(=O)CC)cc2)n1C,0,-6,6,/,0.8,0,-9,-2,-6
COC(=O)CSc1nc(-c2ccc(F)cc2)cc(C(F)(F)F)n1,-3,-13,-5,1.3,/,5,16,-4,2
CCC(CC)c1nnc(NC(=O)COc2ccc3c(C)cc(=O)oc3c2)s1,-2,-11,-2,/,1.1,6,-10,-5,18
O=C(Nc1cc(C(F)(F)F)ccc1N1CCOCC1)c1cccnc1Cl,1,-1,0,/,1.2,0,6,-3,-14
CCOC(=O)C(NC(=O)c1ccccc1)(N1CCOCC1)C(F)(F)F (stereo unspecified),-1,-7,-7,1.1,0.9,5,0,-1,13
CC(C)(C)N1NC(=O)Nc2ccccc2C1=O,0,4,9,1.2,0.9,9,-7,-5,-4

# (continued)
SMILES,FAK inh,PLK1 inh,EphB4 antag,MT1-MMP txn act,PLAP activator,Rev-RRE block,PLK1 PBD inh,S1P2 agonist,S1P2 blocker
CC(c1ccco1)N(C(=O)Nc1ccccc1)C1CCCCC1 (stereo unspecified),-3,-3,5,1,0.8,4,-9,-2,-2
CCS(=O)(=O)NCCc1csc(C)n1,-4,1,-4,1.1,1.1,3,3,-4,8
COc1ccc(-c2oc(/N=C/N3CCOCC3)c(C#N)c2-c2ccc(OC)cc2)cc1,2,-9,-1,1,1.6,-1,-8,-4,19
O=C(NC1CCCC1)c1ccc(CNc2c(N3CCOCC3)c(=O)c2=O)cc1,1,3,1,/,1.1,6,-13,-2,7
CCCCn1c(SCc2nnc(-c3ccccc3)o2)nc2c1c(=O)n(C)c(=O)n2C,1,-14,1,1.2,1.8,11,7,-2,-14
COc1cccc(C(O)c2nc3ccccc3n2C(C)C)c1 (stereo unspecified),-1,-4,7,1.2,2.4*,3,9,1,11
Cc1ccc(CC(=O)OCCNC(=O)c2cccnc2)cc1,-1,-1,-12,1,1.1,6,-6,-6,2
Cc1ccc(C(=O)Nc2ccc(N3CCOCC3)cc2)cc1,-2,-6,1,1.4,0.9,0,0,-2,13

# (list continues)
SMILES,FAK inh,PLK1 inh,EphB4 antag,MT1-MMP txn act,PLAP activator,Rev-RRE block,PLK1 PBD inh,S1P2 agonist,S1P2 blocker
Cc1cc(C)n(-c2nc3c(c(=O)n(Cc4ccc(Cl)c(Cl)c4)c(=O)n3C)n2C)n1,2,-10,11,1.1,/,11,4,-9,0
Cc1ccc(CSc2ncnc3c2cnn3Cc2ccccc2)cc1C,0,7,-8,1,0.9,21,-17,-1,11
CN(CC(=O)Nc1c(Cl)cccc1Cl)C(=O)CCCN1C(=O)c2ccccc2C1=O,0,-12,1,/,1.7,2,-24,-4,-12
Nc1cc(=O)[nH]n1C1CCN(c2ccccc2)CC1,-2,-15,-8,1.2,1.4,3,-19,-2,-8
COC(=O)C(Cc1ccccc1)NC(=O)COc1ccc(C(C)(C)C)cc1 (stereo unspecified),-2,-6,2,1.3,1.4,-1,-11,-3,-13
CC(=O)Nc1ccc(S(=O)(=O)Oc2ccc(/C=N/NC(=O)c3ccc(Cl)cc3)cc2)cc1,6,8,-9,/,1,4,21,-3,-12
COC(=O)c1oc2ccc(Cl)cc2c1N,1,0,-4,1.3,0.9,15,3,-3,-5
CCOC(=O)C1=C(C)NC(C)=C(C(=O)OCC)C1C(=O)OCC(=O)N1CCc2ccccc21,-1,0,-1,1.1,1.8,7,4,-3,8

# Further compounds:
SMILES,FAK inh,PLK1 inh,EphB4 antag,MT1-MMP txn act,PLAP activator,Rev-RRE block,PLK1 PBD inh,S1P2 agonist,S1P2 blocker
CCCN(CCC)CCNC(=O)C1CC(=O)N(c2ccc(OC)cc2)C1c1ccc(OC)cc1 (stereo unspecified),6,-11,5,1,1.6,7,12,-4,8
CCc1ccc(NC(=O)C2(c3ccccc3)CC2(Cl)Cl)cc1 (stereo unspecified),-3,-7,-1,/,1.1,8,-23,25*,4
Cc1cccc(N2CCN(S(C)(=O)=O)CC2)c1C,-1,-6,-6,1,0.9,-1,31,3,12
Cc1cccc(-c2nnc(SCC#N)n2Cc2ccccc2)c1,-2,-9,0,1,1.2,4,-1,-7,-6
O=C(NCC12CC3CC(CC(C3)C1)C2)c1nc2ncccn2n1,-4,-6,-7,1,0.9,-5,-15,-6,-8
O=C1S/C(=C/c2ccc(N3CCOCC3)o2)C(=O)N1Cc1ccc(F)cc1,-1,-17,-4,1.1,1.1,115*[fluorescence artefact?],-34,-6,7
CCC(=O)Nc1cccc(-n2nnnc2SCC(=O)NCc2ccco2)c1,7,3,6,1.2,0.9,8,2,-5,17
O=C(CN1C(=O)NC2(CCCC2)C1=O)Nc1ccccc1F,0,-7,-2,/,0.8,4,-35,-1,-24

# Additional compounds follow:
SMILES,FAK inh,PLK1 inh,EphB4 antag,MT1-MMP txn act,PLAP activator,Rev-RRE block,PLK1 PBD inh,S1P2 agonist,S1P2 blocker
Cc1cc(NS(=O)(=O)c2ccc(Cl)cc2)nn1CC(=O)NCc1ccco1,0,-11,4,1,1.3,3,3,-7,-4
CN(c1ccc(C(=O)Nc2cccnc2)cc1)S(C)(=O)=O,0,-3,14,1.2,/,0,-9,-7,8
COc1cc(OC)cc(-c2nnc(SCC(=O)N3CCCc4ccccc43)o2)c1,-1,-16,5,1.1,1.9,9,3,-3,18
COC(=O)c1ccc(Sc2ccc(F)cc2)c(N)c1,0,-11,1,1.5,0.8,5,27,-1,-13
O=C(CN(CCc1ccccc1)C(=O)CNS(=O)(=O)c1ccc(F)cc1)NCC1CCCO1 (stereo unspecified),4,-13,3,1.1,1.6,0,2,-6,23
Cc1nn(Cc2ccccc2)c(N)c1-c1ccccc1,7,-15,-7,1.6,0.8,1,7,1,8
Cn1cc(SCC(=O)Nc2ccc3c(c2)OCCO3)c2ccccc21,-10,4,-4,/,0.8,2,44*,-3,-17
O=C(CCCc1nc(-c2ccc(Cl)cc2)no1)N1CCOCC1,0,-6,-1,1,/,4,-24,-6,-14

# Further results follow.
SMILES,FAK inh,PLK1 inh,EphB4 antag,MT1-MMP txn act,PLAP activator,Rev-RRE block,PLK1 PBD inh,S1P2 agonist,S1P2 blocker
COCCOC(=O)c1c(C)oc2ccc(OC(=O)c3c(OC)cccc3OC)cc12,3,-19,-1,1.4,1.6,6,1,0,13
CCCc1cc(=O)[nH]c(SCC(=O)Nc2c(C)cccc2C)n1,-1,-1,2,1.1,0.8,5,-17,-1,-6
CC(C)c1ccc(NC(=O)CCNS(=O)(=O)c2cccc3nonc23)cc1,0,-3,-3,1.1,/,11,2,-4,9
Cc1ccc(C(c2sc3nc(C)nn3c2O)N2CCOCC2)cc1 (stereo unspecified),-10,-12,2,1.1,1,1,-20,-7,10
CCOC(=O)c1cc2sccc2n1CC(=O)N1c2ccccc2CC1C (stereo unspecified),2,-20,-2,1.1,1.2,16,9,-12,4
CNc1oc(Cc2cccc3ccccc23)nc1C#N,0,2,1,1.1,1,9,13,-4,4
O=C(NCc1cccnc1)C1CCCN(S(=O)(=O)c2ccccc2)C1 (stereo unspecified),-1,-7,3,1.2,1.1,11,6,-3,3
CCSc1ccccc1C(=O)NCc1ccco1,-3,-9,2,1,0.8,4,-12,-1,-26

# (continued)
SMILES,FAK inh,PLK1 inh,EphB4 antag,MT1-MMP txn act,PLAP activator,Rev-RRE block,PLK1 PBD inh,S1P2 agonist,S1P2 blocker
O=[N+]([O-])c1ccc(CSc2nnc(-c3cnccn3)o2)cc1,0,-8,2,/,0.9,4,-36,0,-11
Cc1ccc2c(c1)cc(C)c1nnc(SCC(=O)NCc3ccco3)n12,1,-3,2,1.2,1.6,5,-10,-2,-7
CCOCCOC(=O)C1=C(C)N(C)C(=O)NC1c1ccccc1F (stereo unspecified),2,-13,2,1.1,0.9,7,3,-5,8
S=C(NN=C1CCCCCC1)Nc1ccc(Cl)cc1,1,-7,-2,1.3,1.2,-2,-12,0,-6
COc1cccc(N(CC(=O)Nc2cccc(F)c2)S(C)(=O)=O)c1,-3,-10,-1,0.9,0.8,0,10,-7,5
O=C(NCc1ccccc1)NC(=O)c1ccccc1,-5,-13,10,1.1,0.8,2,-14,-10,-6
O=C(Nc1ccccc1-c1nc2ccccc2s1)c1ccc(Br)o1,-2,-23,4,1.1,1.2,5,-12,-1,3
COc1ccccc1OCCSc1nnc(C)n1-c1ccccc1,1,-13,-7,/,1.5,-1,-10,-2,-15

# Later entries.
SMILES,FAK inh,PLK1 inh,EphB4 antag,MT1-MMP txn act,PLAP activator,Rev-RRE block,PLK1 PBD inh,S1P2 agonist,S1P2 blocker
COC(=O)c1ccc(N=C2S/C(=C\c3cc(C)n(-c4cccnc4)c3C)C(=O)N2C)cc1,4,-9,-1,/,1,0,-3,-4,-6
CCn1c(SCC(=O)c2ccc(NS(=O)(=O)c3ccccc3)cc2)nnc1-c1cccs1,-7,-1,-7,1.2,1,4,-17,-6,-22
Cc1c(/C=N/N=C2\CCC3C4CCc5cc(O)ccc5C4CCC23C)cnn1C (stereo unspecified),1,-5,-3,/,1,0,-27,-8,23
COC(=O)c1cccc(NC(=O)CN2CCN(c3ccc(OC)cc3)CC2)c1,4,-14,5,1.1,1.5,3,0,-2,21

# A draw from above in order of length of the SMILES, high to low:
SMILES,FAK inh,PLK1 inh,EphB4 antag,MT1-MMP txn act,PLAP activator,Rev-RRE block,PLK1 PBD inh,S1P2 agonist,S1P2 blocker
Cc1c(/C=N/N=C2\CCC3C4CCc5cc(O)ccc5C4CCC23C)cnn1C (stereo unspecified),1,-5,-3,/,1,0,-27,-8,23
COC(=O)c1cccc(NC(=O)CN2CCN(c3ccc(OC)cc3)CC2)c1,4,-14,5,1.1,1.5,3,0,-2,21
O=C(Nc1ccccc1-c1nc2ccccc2s1)c1ccc(Br)o1,-2,-23,4,1.1,1.2,5,-12,-1,3
COc1ccccc1OCCSc1nnc(C)n1-c1ccccc1,1,-13,-7,/,1.5,-1,-10,-2,-15
